D1 ag = Allosteric Agonists of the Human D1 Dopamine Receptor: qHTS; D(1A) dopamine receptor (Homo sapiens), P21728; HEK293 T-REx D1 cells, calcium flux, agonist mode; activation, % at 2 µM; hit rate 1% among 360,000; AID 504660, 2011; in the data active means activation above about 30%; further: 0% is about no effect
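Tetracycline-induced HEK293 TREx D1 cells, force-coupled to calcium signalling, were dye-loaded with a no-wash calcium kit. Compound was pin-added after a 10 s baseline. Fluorescence was read kinetically at 1 cycle/s for 180 s, with calcium rises flagged as agonism.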
RXFP1 antagonist = qHTS Assay for Antagonists of the Relaxin Receptor RXFP1; Relaxin receptor 1 (Homo sapiens), Q9HBX9; HEK293-RXFP1, relaxin-stimulated cAMP HTRF, 30 min; hits give low values; AID 1259400, 2018; hit rate 0.59% among 350,000; activity change, negative = inhibition, % at 57.5 µM;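 active means activity change of -60% or lower, but not beyond a set lower limit; inconclusive means change between -60% and -40%, or beyond the set limit; inactive means change above -40%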; further: on the % scale 0 is the no-effect control and ±100 the full control effect
Target sequence (Q9HBX9 whole entry, looked up): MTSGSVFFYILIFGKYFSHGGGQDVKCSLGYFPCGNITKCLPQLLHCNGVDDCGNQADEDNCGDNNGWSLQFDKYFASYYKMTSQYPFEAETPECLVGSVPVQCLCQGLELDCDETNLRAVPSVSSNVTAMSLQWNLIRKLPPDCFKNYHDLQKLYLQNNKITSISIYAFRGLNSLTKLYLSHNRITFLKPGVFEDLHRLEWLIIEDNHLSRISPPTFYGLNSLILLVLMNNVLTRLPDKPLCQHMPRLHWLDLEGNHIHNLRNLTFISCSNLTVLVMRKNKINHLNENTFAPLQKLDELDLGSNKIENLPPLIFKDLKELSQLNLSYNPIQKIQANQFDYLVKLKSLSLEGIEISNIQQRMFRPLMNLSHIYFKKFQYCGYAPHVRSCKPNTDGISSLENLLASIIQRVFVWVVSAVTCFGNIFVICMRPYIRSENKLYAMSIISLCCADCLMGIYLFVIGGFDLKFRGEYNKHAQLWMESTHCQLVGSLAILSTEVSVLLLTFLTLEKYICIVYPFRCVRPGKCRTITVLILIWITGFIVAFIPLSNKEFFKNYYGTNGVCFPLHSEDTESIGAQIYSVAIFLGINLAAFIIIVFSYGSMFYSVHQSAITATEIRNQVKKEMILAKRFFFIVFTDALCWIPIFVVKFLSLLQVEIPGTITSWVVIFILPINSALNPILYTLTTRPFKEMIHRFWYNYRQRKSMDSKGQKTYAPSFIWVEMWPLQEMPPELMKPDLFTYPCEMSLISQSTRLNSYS
D1 PAM = Potentiators of Human D1 Dopamine Receptor: qHTS; D(1A) dopamine receptor (Homo sapiens), P21728; AID 504651, 2011; hit rate 0.036% among 360,000; potentiation, % at 10 µM; HEK293 TREx D1 cells, calcium flux, dopamine EC20 potentiation; in the data active means potentiation above about 30%; further: 0% is about no effect
D2 antag = HTS Assay for Allosteric Antagonists of the Human D2 Dopamine Receptor: Primary Screen for Antagonists; HEK293 TREx D2 cells, calcium flux, dopamine EC80; inhibition, % at 10 µM; hit rate 2% among 340,000; in the data active means inhibition above about 30%; further: 0% is about no effect
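Dopamine at EC80 is the agonist stimulus; test compounds precede it by 180 s. Calcium flux read kinetically in a force-coupled, inducible HEK293 T-REx D2 cell line.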
D2 ag = HTS Assay for Allosteric Agonists of the Human D2 Dopamine Receptor: Primary Screen for Agonists; D(2) dopamine receptor (Homo sapiens), P14416; HEK293 T-REx D2 cells, calcium flux agonist mode; activation, % at 2 µM; hit rate 0.53% among 340,000; AID 485358, 2010;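 active means activation over 3 SD above normal in the single-dose calcium agonist read, cut at about 30% in these data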; further: 0% is about no effect
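Calcium-flux readout, 1 cycle/sec over 180 s following compound pin transfer, in inducible HEK293 Trex D2 cells (force-coupled); dopamine controls included. Positive calcium responses during this window marked compounds as potential agonists.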
D2 PAM = HTS Assay for Positive Allosteric Modulators of the Human D2 Dopamine Receptor: Primary Screen for Potentiators | D(2) dopamine receptor (Homo sapiens), P14416 | HEK293 T-REx D2, calcium flux, EC20 dopamine potentiation | hit rate 0.34% among 340,000 | potentiation, % at 10 µM | AID 485347, 2010;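 active means potentiation over 3 SD above the plate norm, cut at about 30% in these data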; further: 0% is about no effect
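Calcium flux readout, no-wash dye, 1 read/s. Inducible HEK293 Trex D2 line, overnight 30 C. Compound alone 180 s (agonist flags), then EC20 dopamine, another 180 s to score potentiation.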
D1 antag = Antagonist of Human D 1 Dopamine Receptor: qHTS. D(1A) dopamine receptor (Homo sapiens), P21728. HEK293 TREx D1 cells, calcium flux, dopamine EC80; hits give low values. activity change, negative = inhibition, % at 10 µM. hit rate 3.2% among 360,000. AID 504652, 2011; in the data active means activity change below about -30%; further: on the % scale 0 is the no-effect control and ±100 the full control effect
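Inducible Hek293 Trex D1 cells (tetracycline, overnight, 30 C). Calcium dye 30–90 min RT. Antagonist mode: EC80 dopamine added after 180 s compound read.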
RXFP1 agonist = qHTS Assay for Agonists of the Relaxin Receptor RXFP1; HEK293T-RXFP1 cAMP TR-FRET, 30 min; response scale: percent of porcine relaxin response, buffer zero; Relaxin receptor 1 (Homo sapiens), Q9HBX9; Potency, µM (highest dose often 57.5 µM), inactives show at the highest dose activation, most hits filed as activators; hit rate 0.3% among 370,000; active means well fitted activation curve with a large enough effect; inconclusive means small, poorly fitted or top-dose-only effect; further: potency means the concentration at half of the fitted maximal effect; on the % scale 0 is the no-effect control and ±100 the full control effect; nearly all actives have a fitted effect of over 60% in size; many of its hits are not listed in these tables
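HEK293 cells stably expressing RXFP1, treated 30 min at 37C with compounds plus PDE4 inhibitor Ro 20174; cAMP measured by HTRF TR-FRET. Normalized to buffer and 29 nM porcine relaxin; EC50 by Hill fit.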
TRHR PAM = qHTS for Small Molecule Agonists and Allosteric Enhancers of Human TRH Receptor: Primary Screen for Enhancers | Thyrotropin-releasing hormone receptor (Homo sapiens), P34981 | TRHR cells, fluo-8 calcium fluorescence, EC20 TRH enhancement | enhancement, % at 2 µM | hit rate 0.66% among 360,000 | AID 493056, 2011; in the data active means enhancement above about 30%; further: 0% is about no effect
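TRHR-expressing cells loaded with fluo-8 calcium dye were read kinetically (ex 480/em 530) during compound addition, then stimulated with an EC20 of TRH (10 nM final). Enhancement of the Gq-mediated intracellular calcium response was scored.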
An asterisk follows results filed as active; ? = inconclusive; . = not tested or not shown; & = joins results of further samples. These rows are one share of the data, so the mix of outcomes need not match the whole.

The line under a structure holds: D1 ag	RXFP1 antagonist	D1 PAM	D2 antag	D2 ag	D2 PAM	D1 antag	RXFP1 agonist	TRHR PAM
1	CN(C)CC(C)(C)CNC(C(=O)Nc1ccc(Cl)cc1C(F)(F)F)c1ccccc1 (stereo not drawn)
 : 4	-13	-4	20	0.7	10	6	-2.6%	5
2	CCOc1ccc(NC2=CC(=O)CC(c3ccco3)C2)cc1 (stereo not drawn)
 : 3	3	1	15	-0.3	-5	-1	2.8%	-2
3	Cc1nn(C(=O)c2cccc([N+](=O)[O-])c2C)c(C)c1S(=O)(=O)N1CCCCCC1
 : 7	-6	1	.	-1.9	-8	14	2.0%	-4
4	CCCCNC(=S)N1CCN(c2ccccc2Cl)CC1
 : 3	-22	-3	9	-0.2	-12	-9	1.4%	-1
5	C=CCc1cccc2cc(C(=O)Nc3ccc(F)cc3)c(=O)oc12
 : 0&0	.	-1&0	.	-0.1	.	7&-1	1.5%&-0.2%	-1&9
6	CCOC(=O)c1sc2nc(-c3ccccc3)ccc2c1N
 : 4	0	-2	22	1.1	-7	-4	13%	4
7	Clc1ccc(N2COC3c4cccc5cccc(c45)C32)cc1 (stereo not drawn)
 : 1	5	-1	-2	3.7	8	52	-1.5%	1
8	O=C(NC(=S)Nc1cc(Cl)ccc1N1CCOCC1)c1ccccc1[N+](=O)[O-]
 : 1	-4	7	5	-0.5	-2	30	-0.4%	9
9	COc1ccc(C(=O)N2CCN(S(=O)(=O)c3ccc(F)cc3)CC2)cc1OC
 : 0	6	0	39*	0.1	0	-11	0.6%	2
10	CCC(C)Cn1c(C)nc2ccccc21 (stereo not drawn)
 : 11	-2	-5	-6	0.4	-3	-3	-0.1%	-10

Reformatted with tabs: three of the compounds above
No.	SMILES	D1 ag	RXFP1 antagonist	D1 PAM	D2 antag	D2 ag	D2 PAM	D1 antag	RXFP1 agonist	TRHR PAM
2	CCOc1ccc(NC2=CC(=O)CC(c3ccco3)C2)cc1 (stereo not drawn)	3	3	1	15	-0.3	-5	-1	2.8%	-2
1	CN(C)CC(C)(C)CNC(C(=O)Nc1ccc(Cl)cc1C(F)(F)F)c1ccccc1 (stereo not drawn)	4	-13	-4	20	0.7	10	6	-2.6%	5
4	CCCCNC(=S)N1CCN(c2ccccc2Cl)CC1	3	-22	-3	9	-0.2	-12	-9	1.4%	-1

Next part.
The line under a structure holds: D1 ag	RXFP1 antagonist	D1 PAM	D2 antag	D2 ag	D2 PAM	D1 antag	RXFP1 agonist	TRHR PAM
11	CCN(/N=C/c1ccc(N(C)C)cc1)c1nc2ccccc2[nH]1
 : 1	-12	-3	-14	0.0	-1	-11	-1.4%	4
12	COc1ccc(N2CCN(C(=O)c3ccc(CS(=O)c4cccc(C)c4)o3)CC2)cc1 (stereo not drawn)
 : 0&1	?	6&-4	6	-3.0&0.2	-3&3	-9&-3	3.1%&0.2%	-9&-2
13	COc1ccccc1CNC(=O)CS(=O)(=O)Cc1nc(-c2ccccc2C)oc1C
 : 0	.	0	.	-1.2	2	5	-2.4%	2
14	CC(=O)c1cccc(OCc2cc(C(=O)N3C[C@@H](C)O[C@@H](C)C3)no2)c1
 : 1	-10	-5	-6	-0.2	0	-15	0.1%	2
15	CC(C)(C)N1C(=O)Cc2c1nc(N)c1c(N)nc(N3CCCCC3CO)c(C#N)c21 (stereo not drawn)
 : 11	-2	-1	7	0.7	6	1	0.6%	7
16	Cc1ccc(CNC(=O)Cn2cccc2)cc1
 : 1	13	-9	-3	-1.0	-3	-4	0.0%	3
17	O=C(Cc1c[nH]c2ccccc12)OCCOC(=O)Cc1c[nH]c2ccccc12
 : 3	-10	-22	15	1.5	4	-32*	-1.8%	-1
18	Nc1nc(NCc2ccco2)nc(Nc2ccc(F)cc2)c1[N+](=O)[O-]
 : 3	-4	-6	4	0.8	11	-6	0.4%	-1
19	COc1ccc(Cl)cc1-c1nc(N)nc(NC2CCCCC2)n1
 : 3	.	-9	-14	-1.0	4	-14	-0.3%	2
20	Cc1ccc(C(=O)NCCc2ccccc2)cc1S(=O)(=O)N1CCOCC1
 : 0	-2	-4	1	0.8	11	-8	0.7%	-9

Next compounds follow.
The line under a structure holds: D1 ag	RXFP1 antagonist	D1 PAM	D2 antag	D2 ag	D2 PAM	D1 antag	RXFP1 agonist	TRHR PAM
21	COc1ccc(N(C)S(=O)(=O)c2cccc3cccnc23)c(OC)c1
 : 1	-4	-6	-12	0.4	14	-15	1.7%	15
22	O=C(Nc1ccc(Br)cn1)c1cccc(-c2cc3ccccc3oc2=O)c1
 : 0	-4	-8	0	-0.4	-1	-9	0.5%	2
23	Cc1cc(NC(=O)COC(=O)C(Cc2ccccc2)NC(=O)c2ccco2)no1 (stereo not drawn)
 : 1	-7	2	9	11	-1	-4	-1.4%	1
24	Cn1c(=O)c2c(ncn2Cc2cc(-c3ccccc3)no2)n(C)c1=O
 : 12	2	-1	-8	0.3	8	-2	30%	19
25	CC1CC2=C(CC1/C=N/NC(N)=S)C(C)(C)CCC2 (stereo not drawn)
 : 2	-14	1	13	-0.9	-3	5	-0.3%	-1
26	Cc1ccc(O)c(NC(=O)c2noc3c2CCc2ccccc2-3)c1
 : 3	-9	-9	4	-0.4	-6	-12	3.5%	5
27	CCC(C)NC(=O)CSc1nc2cc(S(=O)(=O)N3CCOCC3)ccc2n1CC (stereo not drawn)
 : -1	-6	1	3	-0.4	3	-32*	-0.1%	1
28	CCc1ccc(CN2C(=O)c3ccccc3C2C(=O)NCc2cccnc2)cc1 (stereo not drawn)
 : 0	0	0	-6	0.5	6	-19	0.7%	2
29	Cc1cc(Cl)ccc1NC(=O)CCN1C(=O)C2CCCCC2C1=O (stereo not drawn)
 : -1	-2	0	3	0.3	-2	9	-0.2%	-11
30	COc1ccc(-n2ncc3c(NCC(C)C)ncnc32)cc1
 : -2	-10	-1	12	0.7	6	3	0.5%	3

Continuation.
The line under a structure holds: D1 ag	RXFP1 antagonist	D1 PAM	D2 antag	D2 ag	D2 PAM	D1 antag	RXFP1 agonist	TRHR PAM
31	COc1cc(-c2cc(OC)c3c(C)oc(C)c3c(=O)c2)ccc1OC(=O)c1ccccc1C
 : 10	-65*	0	.	2.4	1	-6	-2.7%	-2
32	COc1cc2c(cc1OC)C(c1cc3cccc(C)c3[nH]c1=O)N(C(=O)c1ccco1)CC2 (stereo not drawn)
 : 0	.	-3	6	0.7	-6	14	4.3%	4
33	CCCCNC(=S)Nc1ccc(SC(F)F)cc1
 : 17	?	-8	12	0.0	-5	-42*	2.7%	-10
34	CCn1c(=O)n(CC)c2cc(S(=O)(=O)N3CCOCC3)ccc21
 : 2	-15	9	-5	-2.0	0	1	1.1%	-7
35	Cc1ccccc1OC(=O)CSc1nnc(-c2ccc(F)cc2)o1
 : 4	-17	-2	.	0.0	-7	13	2.7%	11
36	N/C(=N\OC(=O)COc1ccccc1)c1ccncc1
 : 4	1	-7	-12	-0.9	2	-4	4.9%	-5
37	O=C(Nc1ccc(S(=O)(=O)Nc2cnc3ccccc3n2)cc1)c1ccc(Cl)c([N+](=O)[O-])c1
 : -2	3	-1	-18	1.2	16	-1	-1.1%	-4
38	O=C(O)c1nn2c(C(F)(F)F)cc(-c3cccs3)nc2c1Cl
 : 3	-1	-2	-7	0.5	-2	6	1.4%	-18
39	CC(C)C(=O)c1cn(CC(=O)N2CCCc3ccccc32)c2ccccc12
 : 0	14	-9	0	-0.2	2	-2	-1.0%	5
40	COc1cc2c(cc1OC)C(C1C(=O)CC(C)CC1=O)N(C(=O)CCl)CC2 (stereo not drawn)
 : 1	-1	-1	-16	0.5	3	8	-0.6%	9

(listing goes on)
The line under a structure holds: D1 ag	RXFP1 antagonist	D1 PAM	D2 antag	D2 ag	D2 PAM	D1 antag	RXFP1 agonist	TRHR PAM
41	CC(C)OC(=O)c1cc(NC(=O)c2nn(C)cc2Br)cc(C(=O)OC(C)C)c1
 : 2	-1	6	1	0.0	6	3	16%	-4
42	COc1ccc(NC(=O)C2CCCN(S(=O)(=O)c3cnc[nH]3)C2)cc1 (stereo not drawn)
 : 5	.	.	-1	0.9	-2	1	0.3%	6
43	Cc1oc2cc3oc(=O)c(CCC(=O)NCCCC(=O)O)c(C)c3cc2c1C
 : 1	17	2	33*	0.2	-7	-7	7.7%	-2
44	COc1cc(CCC(=O)Nc2ccc(Cl)c(C(F)(F)F)c2)cc(OC)c1OC
 : 5	-12	-3	0	-0.5	-17	-20	2.6%	-3
45	C=C(C)CN(CC)C(=O)CC1C(=O)NCCN1CC(C)(C)C (stereo not drawn)
 : 0	1	-7	6	-0.4	-6	-5	-2.4%	5
46	CC(C)(C)C1CCc2nc(NC(=O)c3ccc([N+](=O)[O-])cc3)sc2C1 (stereo not drawn)
 : 10	.	-3	.	-1.4	8	-11	-0.1%	0
47	COCCCN1CCc2nc(SCC(=O)Nc3ccc(C)c(Cl)c3)[nH]c(=O)c2C1
 : 1	-1	0	.	1.1	2	-16	-2.1%	7
48	O=C1C2CCCN2C(c2ccc(Cl)cc2)N1c1nccs1 (stereo not drawn)
 : 2	-11	-3	11	-1.0	4	30	-0.4%	11
49	Cc1cc(Cl)nc(Cl)c1C(=O)NCc1ccc(Cl)cc1
 : 1	-3	2	5	0.2	7	4	0.0%	-2
50	CCOC(=O)c1c(CN2CCOCC2)n(-c2ccccc2)c2ccc(O)cc12
 : 1	2	-2	0	0.2	5	2	2.3%	-6
51	CC(=O)Nc1ccc(OCc2cccc([N+](=O)[O-])c2)cc1
 : 2	16	-4	-12	1.1	6	-8	2.5%	16
